GPR151 ag: activators of human GPR151 | hit rate 1% among 650,000 | Q8TDV0 | PathHunter beta-arrestin GPR151 cells, luminescence | activation, % at 11.2 µM | AID 1508602; in the data active = activation above about 4.9%;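 also: 0% = median of compound wells and 100% = cells with positive control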
Target sequence (Q8TDV0 whole entry, looked up): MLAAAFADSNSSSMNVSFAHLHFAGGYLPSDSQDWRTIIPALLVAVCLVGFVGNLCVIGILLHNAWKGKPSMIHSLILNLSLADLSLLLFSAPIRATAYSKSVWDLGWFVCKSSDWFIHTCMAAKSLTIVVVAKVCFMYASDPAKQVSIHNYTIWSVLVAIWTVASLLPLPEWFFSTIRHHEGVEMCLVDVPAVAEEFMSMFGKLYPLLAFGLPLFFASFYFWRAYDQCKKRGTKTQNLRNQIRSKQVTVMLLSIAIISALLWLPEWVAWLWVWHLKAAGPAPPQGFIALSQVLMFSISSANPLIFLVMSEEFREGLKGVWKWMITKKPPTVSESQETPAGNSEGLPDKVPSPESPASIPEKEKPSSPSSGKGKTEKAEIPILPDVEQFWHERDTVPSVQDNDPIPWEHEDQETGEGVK
MITF primary: human MITF inhibition, primary screen. AlphaScreen MITF homodimerization, bead proximity signal. inhibition, % at 2.6 µM. hit rate 0.91% among 650,000. AID 1259374; in the data active = inhibition above about 50%;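 also: 0% = vehicle wells with protein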
Target sequence (O75030 whole entry, looked up): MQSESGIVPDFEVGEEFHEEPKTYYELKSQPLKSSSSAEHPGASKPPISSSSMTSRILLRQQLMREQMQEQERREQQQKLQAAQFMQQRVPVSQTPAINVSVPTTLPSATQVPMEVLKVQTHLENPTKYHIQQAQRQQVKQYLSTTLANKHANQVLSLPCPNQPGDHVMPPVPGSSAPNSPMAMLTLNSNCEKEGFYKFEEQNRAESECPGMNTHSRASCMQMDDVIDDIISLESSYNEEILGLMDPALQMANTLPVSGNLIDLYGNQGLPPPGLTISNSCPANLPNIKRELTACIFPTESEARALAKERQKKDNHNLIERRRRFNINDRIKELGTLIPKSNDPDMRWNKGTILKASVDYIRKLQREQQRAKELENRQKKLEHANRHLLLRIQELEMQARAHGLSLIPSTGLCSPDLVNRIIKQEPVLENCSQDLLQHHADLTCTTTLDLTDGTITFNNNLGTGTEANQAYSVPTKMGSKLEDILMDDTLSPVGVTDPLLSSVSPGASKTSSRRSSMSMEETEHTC
FBW7 act: activators of human E3 ligase FBW7; normalized activity (activation), % at 26.1 µM; Q969H0; hit rate 0.13% among 650,000; AID 1259310; AlphaScreen FBW7–phospho-cyclin E peptide binding, activator screen; in the data active = normalized activity above about 1.9%;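 also: purified mutant Fbw7 with reduced substrate affinity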
TEAD-YAP block: TEAD-YAP interaction inhibition; hit rate 1.4% among 640,000; AID 1259422; HEK-TIYL cells, TEAD-Gal4/YAP UAS-luciferase luminescence; inhibition, % at 9.12 µM; in the data active = inhibition above about 32%;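 also: 0% = median of test compound wells and 100% = reference inhibitor wells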
* = called active by the depositor; . = not tested or not shown.

smiles	GPR151 ag	MITF primary	FBW7 act	TEAD-YAP block
COCc1ccc(CN2CCN(Cc3cccc(OC)c3)C(CCO)C2)o1 (stereo not drawn)	-1.0	-6.1	0.0	-5.4
O=C1C(=O)N(CCN2CCOCC2)C(c2cccc(Br)c2)/C1=C(/O)c1ccccc1 (stereo not drawn)	-0.5	4.5	0.2	5.8
Cc1nc2cnc(-c3cccc(O)c3)cn2c1NC(=O)c1ccccc1	0.5	13.9	0.5	13.6
Cc1ccc(/C=C/C(=O)N2CCN(c3cccc(Cl)c3)CC2)o1	1.0	14.8	-0.3	6.4
CN1CCN(c2ccccc2NC(=S)NC(=O)c2ccco2)CC1	-1.0	14.9	0.7	-3.6
Cc1ccc(/C(O)=C2\C(=O)C(=O)NC2c2ccc(F)cc2)cc1 (stereo not drawn)	0.0	-0.4	-0.2	0.6
C[C@@H](c1ccccc1)N1C(=O)[C@H]2[C@H]3[C@H](O)[C@H](O)CC(=O)[C@H]3CC[C@H]2C1=O	-1.1	-14.2	0.1	.
COCCOC(=O)C1=C(C)NC2=C(C(=O)CC(c3ccccc3)C2)C1c1ccc([N+](=O)[O-])cc1 (stereo not drawn)	-0.2	10.0	1.1	17.4
COc1ccc(SC2CC(=O)N(c3ccccc3Cl)C2=O)cc1 (stereo not drawn)	0.7	-17.7	-0.1	3.8
CCOC(=O)c1c(Cc2cccc(Cl)c2)[nH]c2c1cc(O)c1ccccc12	-2.1	6.9	.	.
COc1cc2nc(N3CCCC3CO)nc(NCc3cccc(C(F)(F)F)c3)c2cc1OC (stereo not drawn)	0.5	2.9	0.0	-2.4
COc1c(Cl)cc(Cl)cc1C1C(C#N)=C(N)Oc2n[nH]c(-c3ccc4c(c3)OCO4)c21 (stereo not drawn)	-0.1	1.0	-0.2	-2.3
CC(=O)c1ccc(NC(=O)CCCC(=O)c2ccccc2)cc1	0.1	-6.0	0.1	-8.2
COC(=O)CCC(=O)Oc1ccc2ccccc2c1	1.3	-11.9	0.1	-15.6
O=C(NC1CC1)c1ccccc1NS(=O)(=O)c1ccccc1	0.0	17.0	1.0	7.8
COc1cc(C2Nc3ccccc3NC3=C2C(=O)CC(C)(C)C3)cc(I)c1O (stereo not drawn)	0.4	6.0	0.2	-39.3
CCOCCCn1c(=S)[nH]c2cc(C(=O)NCCc3cnc[nH]3)ccc2c1=O	-0.1	-0.6	-0.1	3.4
CCN(CC)C(=O)C1CCCN(c2nc(NCCO)c3cc(OC)c(OC)cc3n2)C1 (stereo not drawn)	-2.1	6.6	0.0	9.4
COc1ccc(Cl)c2sc(N(Cc3cccnc3)C(=O)c3cccc(F)c3)nc12	-0.4	8.1	-0.1	3.4
CC(C)CCC(=O)N1CCC(C2(C)NC(=O)N(C3Cc4ccccc4C3)C2=O)CC1 (stereo not drawn)	0.7	14.9	-0.5	-19.2
CC(=O)N1CCOc2cc(S(=O)(=O)N3CCCC3)c(Cl)cc21	0.7	0.5	0.1	5.6
CC(=O)Cc1nsc(Nc2cc(C)cc(C)c2)n1	-0.9	13.9	0.3	9.0
CCN(CC)C(=O)C1CCN(C(=O)CC2C(=O)NCCN2Cc2ccc(C)cc2)CC1 (stereo not drawn)	-1.2	10.0	0.6	-4.3
C=C1C2(C(=O)NC(C)c3ccccc3)CCC(C2)C1(C)C (stereo not drawn)	-0.2	-4.8	-0.2	-5.0
CC(=O)c1c(C)oc2c(Cl)c(Cl)c(O)cc12	-0.4	0.5	-0.1	2.5

(continued)
smiles	GPR151 ag	MITF primary	FBW7 act	TEAD-YAP block
COC(=O)Cc1c(C)c2ccc(OCC(=O)N3CCCC3)c(C)c2oc1=O	0.0	-4.9	-0.2	-3.9
Cc1ccc(/C=C/C2=NC(=C\c3cccc(F)c3)/C(=O)O2)cc1	0.1	5.8	0.1	5.5
COc1cc(C2NC(=O)NC(C)=C2C(=O)OCCSC)cc([N+](=O)[O-])c1O (stereo not drawn)	1.0	1.3	0.0	1.1
CCOc1ccc2c(c1)C(=C1SC(C(=O)OC)=C(C(=O)OC)S1)C(=S)C(C)(C)N2C(=O)/C=C/c1ccc(OC)cc1	-1.4	8.9	0.1	1.1
CCOC(=O)c1cc2c(=O)n3ccccc3nc2n(C)c1=NC(C)=O	-0.7	7.6	0.0	-1.9
O=C(Cn1cnc2ccccc2c1=O)NCC(=O)N1CCCCCC1	2.3	-4.8	-0.1	7.6
O=C1c2ccccc2-c2onc3ccc(Nc4ccc(Cl)cc4)c1c23	1.8	1.4	0.0	7.0
COc1ccc(C)cc1S(=O)(=O)N1CCCC(c2nnc(COc3ccccc3)o2)C1 (stereo not drawn)	-1.1	1.6	0.2	5.0
CC(C)CCNC(=O)c1ccc(C(C)C)cc1	-0.5	5.2	-0.1	-29.6
Cc1c(C(=O)N2CCC(C(N)=O)(N3CCCCC3)CC2)sc2ncnc(N3CCN(c4ccccc4F)CC3)c12	-0.4	12.8	1.7	-8.2
CC(=O)Nc1cccc2ncc(-c3ccc4c(c3)OCO4)cc12	0.2	7.9	0.0	-5.9
COCCNC(=O)Cn1nc(C)c(NC(=O)c2cc(-c3ccc(F)cc3)no2)c1C	-0.6	2.0	-0.1	-5.4
COc1ccc2c(c1)/C(=N\OC(=O)c1ccc(OC)c([N+](=O)[O-])c1)CCC2	0.3	6.8	0.0	-7.8
CC(C)(C)c1ccc(C(=O)Nc2ccc(CC#N)cc2)cc1	0.8	-34.8	0.0	-56.1
CCC(CC)N[C@H]1C[C@@H](C(=O)NCc2cccnc2)N(Cc2cccc(Cl)c2)C1	-0.8	-3.4	-0.1	11.2
COc1ccc(-n2c(/C=C/c3ccc(OC(F)F)cc3)nc3ccccc3c2=O)cc1Cl	-0.4	8.7	0.4	0.7
CN(C)S(=O)(=O)c1ccc(C(=O)Nc2ccccc2C(=O)O)cc1	1.5	6.0	0.0	1.7
CCN1C(=O)/C(=C/c2ccc(C)s2)N(C)C1=S	0.3	-12.4	0.0	-3.4
O=C(NNC1CC(=O)N(c2ccc(Cl)cc2)C1=O)c1ccc([N+](=O)[O-])cc1 (stereo not drawn)	0.2	9.6	0.8	10.4
COc1cccc(-n2c(C)cn3c4c(=O)n(CCc5ccccc5)c(=O)n(C)c4nc23)c1	0.1	8.9	-0.1	-2.9
O=C(NC1CC1)c1ccnc(Nc2ccncn2)c1	-2.4	16.3	0.2	-30.8
COc1ccccc1C1NC(=O)NC(C)=C1C(=O)OCC1CCCCC1 (stereo not drawn)	1.5	-2.5	-0.1	-11.1
Cn1c(Nc2cccc(C(=O)NC3CC3)c2)nc2ccccc21	-0.6	15.4	0.1	8.1
O=C(Nc1ccc2c(c1)OCCO2)c1nn(C23CC4CC(CC(C4)C2)C3)cc1[N+](=O)[O-]	-0.3	0.1	-0.4	-2.8
Cn1cc(CN2CCOCC2)c(-c2ccc3c(c2)OCCO3)n1	9.2*	-0.7	-0.1	11.3

Reformatted with values under each structure: entries from further up
Sequence of screens – GPR151 ag	MITF primary	FBW7 act	TEAD-YAP block
COc1ccccc1C1NC(=O)NC(C)=C1C(=O)OCC1CCCCC1 (stereo not drawn)
    1.5	-2.5	-0.1	-11.1
Cn1c(Nc2cccc(C(=O)NC3CC3)c2)nc2ccccc21
    -0.6	15.4	0.1	8.1
O=C(Nc1ccc2c(c1)OCCO2)c1nn(C23CC4CC(CC(C4)C2)C3)cc1[N+](=O)[O-]
    -0.3	0.1	-0.4	-2.8

Next entries
smiles	GPR151 ag	MITF primary	FBW7 act	TEAD-YAP block
CN(CC(=O)NCc1nc(-c2ccccc2)no1)S(=O)(=O)c1ccc(Cl)cc1	-2.0	10.7	0.2	11.1
CCCNC(=O)c1ccc2nc(-c3ccccc3)sc2c1	-1.9	-0.2	-0.1	-5.6
COc1ccc([N+](=O)[O-])cc1NC(=O)Nc1ccc(Cl)c(Cl)c1	-0.8	5.4	-0.1	8.3
CCCN1CCN(C(=O)c2sc3ncnc(N4CCN(c5ccccc5)CC4)c3c2C)CC1	-0.6	7.3	-0.1	1.9
CC1(C)CC(=O)C/C(=N/NC(=O)c2ccc([N+](=O)[O-])cc2)C1	-0.2	-3.7	-0.2	-9.9
COc1ccc(N=C2SC(C(=O)Nc3cccc(Cl)c3)CC(=O)N2CCc2ccc(OC)c(OC)c2)cc1 (stereo not drawn)	0.8	-3.5	-0.1	11.7
CCc1cccc(C)c1N(C(=O)Cn1c(COc2ccccc2)nc2ccccc21)C(C)COC (stereo not drawn)	-0.3	4.7	0.1	-0.5
Cc1ccccc1CN1C(=O)C(O)(CC(=O)c2cccc(N)c2)c2ccccc21 (stereo not drawn)	-0.7	-3.7	-0.2	-9.4
Cc1ccc(-c2nnc(SC/C(O)=C(\C#N)c3nc4ccccc4[nH]3)n2N)cc1	-1.0	-0.8	-0.1	3.6
CCN(CC)CCCNC(=O)c1nn2c(c1Cl)NC(c1ccc(C)cc1)CC2C(F)(F)F (stereo not drawn)	0.1	7.9	0.0	-8.4
COc1ccc(Cl)cc1NC(=O)c1sc2ncnc(N3CCCCC3C)c2c1C (stereo not drawn)	0.7	7.0	0.1	6.8
Cc1ccccc1/C=N/NC(=O)c1ccc(O)c(O)c1	-1.4	-14.5	-0.1	-18.6
Cc1nc2c(-c3ccc(F)cc3)c(C)nn2c(C)c1CCC(=O)O	1.6	7.0	-0.1	-8.2
CCOc1ccccc1NC(=O)CCn1cnc2cc(C)c(C)cc21	-0.9	1.1	0.0	9.3
c1ccc(Nc2nc(NCc3nc4ccccc4[nH]3)c3[nH]cnc3n2)nc1	0.0	3.4	-0.1	1.8
O=C(C[n+]1cccc(/C=N/O)c1)NC(=O)Nc1ccccc1	2.0	-2.9	-0.1	-5.0
O=C(Nc1ccc(F)cc1)c1ccc2c(=O)n3c(nc2c1)CCCCC3	-0.3	-3.5	0.0	-20.8
C=CCn1c(=O)c2c(nc3n2CC(C)CN3c2cccc(Cl)c2)n(C)c1=O (stereo not drawn)	-0.5	-6.8	-0.2	-1.6
O=C(CCN1C(=O)c2ccccc2C1=O)Nc1cnc(-c2ccccc2)s1	-0.5	2.6	0.3	-26.0
c1ccc2[nH]c(CNc3nc(Nc4ccncc4)nc4c3ncn4-c3ccsc3)nc2c1	-2.8	4.6	-0.3	84.7*
O=C(CN1C2=NCCCN2c2ccccc21)c1ccccc1	0.7	-7.2	0.2	-2.5
CCOC(=O)c1c(NC(=O)CSc2nnc(CNC(=O)COc3ccccc3)n2C)sc2c1CCCCC2	-0.5	-3.5	0.0	-2.5
Cc1ccc(NC(=O)C2C3C=CC4(O3)C2C(=O)N(Cc2ccccc2)C4C(=O)NC2CCCCC2)cc1Cl (stereo not drawn)	1.0	5.4	-0.1	1.4
Cc1nc2sc(C(c3cccs3)N3CCC(C)CC3)c(O)n2n1 (stereo not drawn)	1.4	2.5	-0.1	3.3
Cc1cc(C)c2c(c1)cc(C)c1nn(CCC(N)=O)c(=O)n12	-0.5	-3.7	1.5	-3.5

Additional entries.
smiles	GPR151 ag	MITF primary	FBW7 act	TEAD-YAP block
O=C1CSC(c2ccc(Cl)cc2Cl)N1 (stereo not drawn)	1.5	16.2	0.4	6.8
O=C(Cc1ccc(Cl)cc1)NCCCn1ccnc1	0.8	2.8	0.5	-5.8
COc1ccc(OC)c(N(CC(=O)Nc2ccc(C(N)=O)cc2)S(C)(=O)=O)c1	0.7	-1.8	0.0	7.7
Cc1cc(Cl)ccc1OCC(=O)NC(C)(C)CO	0.6	0.9	0.2	-14.5
C=CCN(C(=O)CSc1nc2ccsc2c(=O)n1Cc1ccc(C(=O)O)cc1)c1ccccc1	-0.2	8.2	-0.1	-8.9
CN(C(=O)CN1C(=O)N2CCN=C2c2ccccc21)C1CCCCC1	1.4	-4.5	-0.2	13.1
CCN(CC)c1ccc(NC(=O)CCCOc2cccc(C)c2)cc1	-0.2	16.0	-0.1	-12.3
O=S(=O)(Nc1nc2ccccc2nc1N1CCOCC1)c1ccc2c(c1)OCCO2	-1.4	1.7	0.8	-7.1
CCC1CSC(Nc2ccccc2)=N1 (stereo not drawn)	-1.6	-14.8	0.0	-41.2
O=C1CN(S(=O)(=O)c2ccc(F)cc2)CCN1c1ccc(F)cc1	1.0	8.8	-0.2	-0.6
COc1ccc(C(=O)N/C(=C\c2ccc([N+](=O)[O-])cc2)C(=O)Nc2cc(C)cc(C)c2)cc1Br	1.5	1.4	-0.2	-7.8
CCc1ccc(C2=NC(c3ccc(F)c(Br)c3)NC(c3ccccc3O)C2)cc1 (stereo not drawn)	3.7	2.6	0.0	-53.5
C(=Nc1cccc2ccccc12)c1ccc[nH]1	0.6	13.1	0.2	-4.5
CSc1cccc(NC(=O)C2C3C=CC4(O3)C2C(=O)N(Cc2cccnc2)C4C(=O)NC2CCCC(C)C2C)c1 (stereo not drawn)	-1.4	7.9	0.3	7.8
O=C(N[C@H]1C[C@H]2C(=O)N3CCC[C@@H]3C(=O)N2C1)c1ccc(F)cc1	0.7	7.7	-0.2	-5.1
CN1CCN(C(CNC(=O)c2cccc(F)c2)c2ccc(F)cc2)CC1 (stereo not drawn)	-1.4	5.9	0.0	0.4
C#CCOc1ccc(/C=C2\C(=O)ON=C2C)cc1OC	1.5	67.7*	-0.4	-9.5
O=C1c2ccccc2-c2c1cccc2C(=O)N1CCOCC1	-0.5	2.4	-0.1	4.6
CCOc1cccc2c1OC1(C)C(C(=O)Nc3ccc(Cl)cc3)C2NC(=S)N1c1ccc(F)cc1 (stereo not drawn)	1.2	-6.6	-0.1	4.6

Compound activity: PubChem, The Scripps Research Institute Molecular Screening Center

Compounds as they come; any-hit rate near 3.5%.
